# Screening results (PubChem)
# ADAM17 inh: ADAM17 inhibitors, primary screen, biochemical, QFRET; Disintegrin and metalloproteinase domain-containing protein 17 (Homo sapiens), P78536; recombinant ADAM17, EDANS/DABCYL FRET peptide cleavage; inhibition, % at 6.95 µM; 370,000 compounds, 0.83% hits; AID 720648, 2013;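 active = inhibition above the mean of compounds lying between control limits plus 3 SD, set per campaign, cut at about 8.5% in these data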;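 note: 0% = DMSO-only wells as the low control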
# PLC-beta3 inh: human PLC-beta3 inhibitors, primary screen, biochemical, fluorescence | 1-phosphatidylinositol 4,5-bisphosphate phosphodiesterase beta-3 (Homo sapiens), Q01970 | Purified PLC-beta3, fluorogenic substrate | inhibition, % at 12.2 µM | 370,000 compounds, 0.18% hits; in the data active = inhibition above about 11%;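 note: 0% = median of compound wells on plate and 100% = full blocker control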
# SIAE primary: human SIAE inhibitors, primary screen, biochemical, fluorescence polarization, FP-Rh probe, 1536-well HTS; SIAE FP-Rh probe binding; inhibition, % at 9.66 µM; 370,000 compounds, 0.69% hits; AID 1053197, 2014;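 active = inhibition above a cutoff: mean of compounds within the control limits plus 3 SD of those, cut at about 17% in these data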;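 note: 0% = plate median of compound wells and 100% = probe without SIAE protein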
# DDE Tn7 FP inh: inhibitors of Tn7 peptide binding to fibrin DD(E), primary screen, biochemical, fluorescence polarization, human fibrin, Tn7 probe; Fibrinogen beta chain (Homo sapiens), P02675; FP displacement of FITC-Tn7 peptide from fibrin DD(E); 0% = median of compound wells per plate; inhibition, % at 8.3 µM; 370,000 compounds, 0.13% hits; AID 720508, 2013;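 active = inhibition above the mean of compounds falling within the control limits plus 3 SD of them, cut at about 14% in these data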;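 note: 0% = plate median of compound wells and 100% = 10 µM Aha-Tn7 peptide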
# Target sequence (P02675 whole entry, looked up): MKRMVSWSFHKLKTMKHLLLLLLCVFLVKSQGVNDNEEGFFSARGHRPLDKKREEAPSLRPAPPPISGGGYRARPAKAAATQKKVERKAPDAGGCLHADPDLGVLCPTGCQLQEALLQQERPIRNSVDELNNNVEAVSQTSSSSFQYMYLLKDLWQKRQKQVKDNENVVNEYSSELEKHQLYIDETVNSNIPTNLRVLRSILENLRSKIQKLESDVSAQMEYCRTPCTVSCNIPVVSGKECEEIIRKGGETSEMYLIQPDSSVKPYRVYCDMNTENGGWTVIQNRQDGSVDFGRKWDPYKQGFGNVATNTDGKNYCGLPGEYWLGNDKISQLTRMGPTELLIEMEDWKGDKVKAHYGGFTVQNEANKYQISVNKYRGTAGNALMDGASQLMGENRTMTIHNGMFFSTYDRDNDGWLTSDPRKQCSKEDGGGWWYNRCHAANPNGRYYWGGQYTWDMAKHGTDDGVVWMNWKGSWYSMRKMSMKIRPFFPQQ
#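 system = human fibrin DD(E) protein | quantity = DD(E) 2 µM final | medium = Tris/NaCl/CaCl2 buffer, pH 7.8 | also added = labelled Tn7 tracer, 0.1 µM | compound dosing = single point at 8.3 µM | timing = compound with protein 10 min, then 3 h after probe, room temperature | signal = FP measurement | benchmarks = Aha-Tn7 high control | repeats = one replicate per compound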
# ARFGAP1 inhibitor: inhibitors of rat ARFGAP1 GAP activity, primary screen, biochemical, fluorescence polarization, GDP tracer. AID 651572, 2012. Arfgap1-stimulated ARF1 GTP hydrolysis, GDP FP detection. 360,000 compounds, 0.26% hits. inhibition, % at 16.5 µM;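 active = inhibition above a per-plate limit, mean inhibition of low control wells plus 3 SD, cut at about 25% in these data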;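 note: 0% = DMSO wells with enzyme and 100% = wells lacking Arfgap1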
# Target sequence (Q62848 1-136 limits assumed): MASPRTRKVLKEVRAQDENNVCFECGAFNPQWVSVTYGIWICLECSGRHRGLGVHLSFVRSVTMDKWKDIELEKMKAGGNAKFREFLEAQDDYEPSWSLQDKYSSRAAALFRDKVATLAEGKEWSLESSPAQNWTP
#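 system = rat Arfgap1 catalytic domain, aa 1-136 | technique = FP, GDP Alexa 633 tracer displaced from anti-GDP antibody, 620/688 nm | compound = one concentration, 16.5 µM, DMSO 1.26% | medium = HEPES-based buffer, pH 7.5 | timing = compound-enzyme preincubation 20 min, reaction 120 min, detection 60 min, 25 °C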
# ASAP1 GAP inh: inhibitors of human ASAP1 ArfGAP activity, primary screen, biochemical, fluorescence polarization | Arf-GAP with SH3 domain, ANK repeat and PH domain-containing protein 1 (Homo sapiens), … | ASAP1-stimulated ARF1 GTP hydrolysis, GDP FP detection | inhibition, % at 16.5 µM | 360,000 compounds, 0.19% hits; in the data active = inhibition above about 25%;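 note: 0% = vehicle with enzyme and substrate and 100% = no enzyme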
# Target sequence (Q9ULH1 325-724 limits assumed): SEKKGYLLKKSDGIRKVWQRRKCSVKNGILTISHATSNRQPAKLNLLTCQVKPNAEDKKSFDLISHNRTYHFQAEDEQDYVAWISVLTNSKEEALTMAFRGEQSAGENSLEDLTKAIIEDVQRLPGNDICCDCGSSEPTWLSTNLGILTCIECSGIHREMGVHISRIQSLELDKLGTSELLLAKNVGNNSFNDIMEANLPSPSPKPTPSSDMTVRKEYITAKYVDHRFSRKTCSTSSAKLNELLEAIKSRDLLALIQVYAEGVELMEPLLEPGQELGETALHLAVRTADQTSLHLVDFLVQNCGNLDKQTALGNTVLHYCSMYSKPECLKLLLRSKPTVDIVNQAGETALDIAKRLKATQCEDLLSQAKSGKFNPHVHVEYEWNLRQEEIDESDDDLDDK
# TDP2 absorb: human TDP2 enzyme inhibitors, primary screen, biochemical, epi absorbance, recombinant enzyme | T5PNP hydrolysis, p-nitrophenol absorbance 415 nm | Tyrosyl-DNA phosphodiesterase 2 (Homo sapiens), O95551 | inhibition, % at 12.8 µM | 370,000 compounds, 0.34% hits;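 active = inhibition above the mean of all tested compounds plus 3 SD, set per campaign, cut at about 25% in these data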;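 note: 0% = DMSO with enzyme and 100% = buffer with substrate but no TDP2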
#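 Test system: Human TDP2 enzyme | Reagent: 5 mM T5PNP | Compound dosing: 12.8 µM single point, 1% DMSO | Incubation: Enzyme reaction with compound for 2 h at 37 °C | Technique: p-Nitrophenol epi absorbance | Read-out: % inhibition relative to enzyme-containing and enzyme-free wells | Benchmarks: High control without enzyme, low control DMSO plus TDP2 | Replicates: Singlicate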
# DDE Tn6 FP inh: inhibitors of Tn6 peptide binding to fibrin DD(E), primary screen, biochemical, fluorescence polarization, human fibrin, Tn6 probe. inhibition, % at 8.3 µM. Fibrinogen beta chain (Homo sapiens), P02675. 370,000 compounds, 0.21% hits. Fibrin DD(E) TRITC-Tn6 fluorescence polarization displacement;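 active = inhibition above a per-campaign cutoff: mean of compounds within control limits plus 3 SD, cut at about 15% in these data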;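 note: 0% = median of all compound wells on the plate and 100% = blocking peptide control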
# ADAM10 inh: human ADAM10 inhibitors, primary screen, biochemical, QFRET, HTS; recombinant ADAM10, EDANS/DABCYL FRET peptide cleavage, 3 h; inhibition, % at 7 µM; 370,000 compounds, 0.62% hits;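 active = inhibition above a per-campaign cutoff equal to the mean of compounds falling between control-based bounds plus 3 SD, cut at about 20% in these data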;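 note: 0% = DMSO wells while the 100% control is not disclosed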
# PLCg1 inh: PLC-gamma1 enzyme inhibitors, primary screen, biochemical, fluorescence, purified enzyme; inhibition, % at 12.2 µM; 1-phosphatidylinositol 4,5-bisphosphate phosphodiesterase gamma-1 (Homo sapiens), P19174; fluorogenic substrate; 370,000 compounds, 0.84% hits; in the data active = inhibition above about 9.5%
# The depositor's hits bear a star; i = inactive; · = not tested or not shown.
SMILES,ADAM17 inh,PLC-beta3 inh,SIAE primary,DDE Tn7 FP inh,ARFGAP1 inhibitor,ASAP1 GAP inh,TDP2 absorb,DDE Tn6 FP inh,ADAM10 inh,PLCg1 inh
COc1ccc(S(=O)(=O)n2nc(-c3ccc(Cl)cc3)cc2N)cc1OC,7,4,-10,2,23,-9,-6,0,-5,-1
CCCc1cc(=O)oc2c(C)c(OCC(=O)c3ccc(N4CCCC4)cc3)ccc12,-8,-8,-2,-4,2,-7,8,-6,-21,-5
CN(Cc1ccc(C(C)(C)C)cc1)C(=O)c1ccc2c(=O)n3c(nc2c1)CCC3,-12,-15,-6,3,-6,-3,0,-4,-43,-13
O=C(CN1CCCC1)Nc1ccc(NC(=O)Nc2ccccc2Cl)cc1,-2,2,3,3,-8,-13,1,-1,0,4
Cc1ccccc1-n1c(SCC(=O)NC(N)=O)nc2sc(-c3ccccc3)cc2c1=O,-8,-10,-2,9,10,-4,-8,3,-28,-3
O=C(Cc1ccccc1)n1nc(-c2ccco2)nc1SCc1ccccc1,2,-1,-1,-4,-2,1,2,1,5,0
Cc1ccccc1-n1c(SCC(=O)NC2CC2)nc2ccccc2c1=O,4,3,-4,1,4,-9,-15,-2,6,6
CCOc1ccc(NC(=S)N(CCN2CCOCC2)Cc2cc3cc4c(cc3[nH]c2=O)OCO4)cc1,-39,-58,0,1,-4,-4,3,0,-120,-32
Cc1cc2[nH]c(=O)c(=O)[nH]c2cc1S(=O)(=O)NCC(C)c1ccccc1 (stereo not given),-85,-166,-3,3,1,12,0,0,-342,-124
CCCC[C@@H]1Cc2[nH][nH]c(=O)c2[C@@H](c2ccc(Cl)cc2)O1,-3,-1,7,2,-1,-6,1,1,-4,0
NCCNC(=O)Cc1ccc(NC(=O)Cc2ccc(Nc3ncnc4c3ncn4[C@@H]3O[C@H](CO)[C@@H](O)[C@H]3O)cc2)cc1,-3,-5,-2,-3,-1,-4,2,3,-2,-5
COc1ccc(-c2ccc(SCC(=O)c3ccc(F)cc3)nn2)cc1OC,-2,-18,-8,2,-17,-1,4,-2,6,-2
COc1cc(C2C3=C(CC(C)(C)CC3=O)OC3=C2C(=O)CC(C)(C)C3)cc([N+](=O)[O-])c1O,0,5,7,1,-9,4,5,2,3,-1
COc1cc(NC(=O)CSc2nc3c(c(=O)[nH]2)CCCC3)cc(OC)c1OC,1,1,5,-2,-4,11,-2,-1,10,3
COc1ccc(C)cc1NC(=O)CN1CCN(c2ccc(F)cc2)CC1,0,3,-5,0,1,6,-5,-3,11,3
Fc1ccc(-c2csc(Nc3ccccn3)n2)cc1,2,-6,7,-3,0,10,-5,4,-2,1
O=C(COC(=O)c1ccc(CNS(=O)(=O)c2ccc(F)c(Cl)c2)cc1)NCC1CCCCC1,0,-6,-4,3,9,-1,10,4,-1,-3
COc1ccccc1N1CCN(C(=O)c2ccc(Br)o2)CC1,2,-3,6,-1,-13,-5,-7,1,-2,-2
Cc1ccccc1S(=O)(=O)Cc1ccc(C(=O)NCCCN2CCCC(C)C2)o1 (stereo not given),4,-3,-2,-9,-2,5,2,-6,-8,4
Cn1c(Nc2ccc(F)cc2)nc2cc(-c3ccsc3)sc2c1=O,0,-6,-8,5,-4,-2,0,2,-2,-3
CCOC(=O)c1c[nH]c2c(C(F)(F)F)cccc2c1=O,-6,-3,-2,-2,0,-16,6,0,-15,0
CC(CC(=O)Nc1nncs1)c1ccccc1 (stereo not given),-1,4,-2,2,0,-10,-5,1,10,8
CCCCN(C(=O)CSc1nnc(Nc2ccccc2)s1)c1c(N)n(CCC)c(=O)[nH]c1=O,-1,1,4,-1,0,-4,11,4,-2,2
Cc1nn(C)c(C)c1CNC(=O)Nc1ccc(Cl)cc1,1,-3,0,-4,-1,0,6,-4,2,2
CN(C(=O)COC(=O)c1ccc(Br)c(S(=O)(=O)N2CCOCC2)c1)C1CCCCC1,-3,-6,-1,2,3,7,1,4,-9,-1
Clc1ccc(-c2nnn(Cc3nc4ccccc4s3)n2)cc1,-1,-4,-4,10,2,-9,-1,6,13,-2
COc1ccc(C2/C=C\CNCC(=O)N2Cc2ccc(F)cc2)cc1 (stereo not given),-1,4,1,-2,10,1,2,-4,1,0
O=C(c1cc([N+](=O)[O-])ccc1N1CCOCC1)N1CCN(S(=O)(=O)c2cc(Cl)ccc2Cl)CC1,-4,-6,10,1,2,-1,-2,5,-7,1
CCOc1ccc(-c2ncncc2-c2ccccc2OC)c(O)c1,-3,-2,-7,3,-6,9,-12,13,3,3
O=C(c1nc2ccccn2c1CN1CCC(Cc2ccccc2)CC1)N1CCCC1,-3,-2,-3,-6,7,2,2,-1,-3,-1

# Compounds listed so far that have bromine:
SMILES,ADAM17 inh,PLC-beta3 inh,SIAE primary,DDE Tn7 FP inh,ARFGAP1 inhibitor,ASAP1 GAP inh,TDP2 absorb,DDE Tn6 FP inh,ADAM10 inh,PLCg1 inh
COc1ccccc1N1CCN(C(=O)c2ccc(Br)o2)CC1,2,-3,6,-1,-13,-5,-7,1,-2,-2
CN(C(=O)COC(=O)c1ccc(Br)c(S(=O)(=O)N2CCOCC2)c1)C1CCCCC1,-3,-6,-1,2,3,7,1,4,-9,-1

# 3 entries already listed, arranged by the number in ASAP1 GAP inh, rising:
SMILES	ASAP1 GAP inh
COc1ccccc1N1CCN(C(=O)c2ccc(Br)o2)CC1	-5
O=C(c1cc([N+](=O)[O-])ccc1N1CCOCC1)N1CCN(S(=O)(=O)c2cc(Cl)ccc2Cl)CC1	-1
Cc1ccccc1S(=O)(=O)Cc1ccc(C(=O)NCCCN2CCCC(C)C2)o1 (stereo not given)	5

# The listing continues:
SMILES,ADAM17 inh,PLC-beta3 inh,SIAE primary,DDE Tn7 FP inh,ARFGAP1 inhibitor,ASAP1 GAP inh,TDP2 absorb,DDE Tn6 FP inh,ADAM10 inh,PLCg1 inh
O=C(NC(=S)N1CCN(c2c(Cl)cccc2[N+](=O)[O-])CC1)c1cccs1,2,3,2,-1,-7,13,2,7,7,-1
Cc1ccccc1NC(=O)c1cccc(N2C(=O)C3C4CC(C(Br)C4Br)C3C2=O)c1 (stereo not given),2,-4,-3,0,8,28*,-8,3,-1,2
CCOC(=O)C1=C(CSc2nncn2C)NC(=O)NC1c1cc(OCC)ccc1OCC (stereo not given),-3,-4,0,3,0,1,7,-4,0,-3
Cc1cccc(N(CC(=O)N2CCN(C)CC2)S(=O)(=O)c2ccccc2)c1,1,3,5,-3,-7,-10,2,0,-4,-3
CCOC(=O)c1c(CS(=O)(=O)c2ccccc2)n(C)c2cc(Br)c(O)cc12,0,-3,2,9,12,-2,-3,-10,14,4
CCCCc1nc2ccccc2c(C(=O)O)c1C,-2,1,-2,4,-4,-12,-1,3,0,-1
O=C(Nc1ccc(-c2ccccc2)cc1)c1ccco1,-3,-5,3,-6,-1,-12,1,4,-6,0
CC1CCc2nc(NC(=O)Cc3cccs3)sc2C1 (stereo not given),-4,-2,2,9,7,5,9,6,9,1
Cc1onc(-c2ccccc2Cl)c1NC(=O)NCc1cccs1,2,-4,0,-4,3,10,-7,-6,1,1
CCC1Sc2ccc(S(=O)(=O)Nc3ccc(OC)c(OC)c3)cc2NC1=O (stereo not given),-6,-10,-1,7,-10,0,-6,-4,5,1
N#CC1=C(N)Oc2n[nH]c(-c3cccs3)c2C1c1cccs1 (stereo not given),3,-1,-5,-8,-5,3,29*,0,0,0
O=C(NCc1ccc(Cl)cc1)C(=O)Nc1nccs1,-2,2,-2,4,1,-13,7,1,7,2
COC(=O)c1cc(-c2cccc(OC(F)(F)F)c2)c(=O)n2c1CCC2,-14,-16,-3,-4,·,·,2,0,-37,-13
O=C(Nc1cccc(S(=O)(=O)Nc2ccccc2F)c1)c1ccco1,-2,-7,-2,5,-7,7,2,-1,-13,1
c1ccc(Cn2nnc3c(N4CCCC4)ncnc32)cc1,-7,0,-3,4,6,11,4,-4,-2,-1
Nc1ccc(CCc2nc3ccccc3o2)cc1,-4,-1,7,-3,-13,5,-3,-1,-7,-2
CCc1cc(=O)oc2c(CN3CCN(C)CC3)c(O)ccc12,i,i,0,-3,6,-4,-16,6,i,i
CCC(CO)Oc1cc(NC(=O)c2cccc(OC)c2)c2ncn(C(C)C)c2c1 (stereo not given),2,-1,3,0,1,5,26*,3,-2,0
Nc1ccc(C(=O)C(=O)c2ccc(N)cc2)cc1,7,-4,-7,-5,5,9,-5,4,14,9
c1csc(C2C3=C(Nc4ncnn42)c2ccccc2OC3)c1 (stereo not given),-134,i,4,3,-3,-9,20,6,-434,-470
C/C(=N\NC(=O)c1c(Cl)cnn1C)c1ccc(NC(=O)c2ccncc2)cc1,-1,0,0,0,8,3,-8,2,-2,-1
Cc1ccc(S(=O)(=O)N2CCN(C(C)C(=O)N3CCCc4ccccc43)CC2)cc1 (stereo not given),-4,0,-2,7,-6,-5,0,3,4,-2
COc1ccc(CCC(=O)OCC(=O)c2cccc(OC)c2)cc1,-5,1,-1,6,0,1,-9,-7,-14,4
Cc1cc(C)nc(SCc2ccccc2C#N)n1,-2,-1,-2,-2,-6,8,-3,0,0,0
CCN(CC)C(=O)c1[nH]cnc1C(=O)NCc1ccccc1,-7,2,1,5,1,1,0,5,0,1
COCCNC(=O)C1CCCN(C(=O)c2ccc(OC)c(F)c2)CC1 (stereo not given),-2,4,1,2,2,-8,-7,-1,-3,0
O=C(Nc1nccs1)C1CCCN1S(=O)(=O)c1ccc(Cl)cc1 (stereo not given),0,-1,2,-12,11,-4,5,3,-8,1
CCOC(=O)c1c(C)[nH]c(C(=O)CSc2nc(C)cc(C)n2)c1C,1,-2,-10,3,-7,-4,4,1,-1,-2
CC(C)(C)OC(=O)C1=C(CO)CS[C@@H]2[C@H](NC(=O)Cc3ccccc3)C(=O)N12,-8,-3,11,-8,7,12,9,-7,-13,1
